Source: PubChem BioAssay (Broad Institute)
Pf Dd2 growth = inhibitors of Plasmodium falciparum Dd2 growth; AID 1159554; P. falciparum Dd2 growth, SYBR Green, 72 h; stronger effect = lower value; actives 2.3% (n = 94,000); activity change, % at 10 µM; in the data active means activity change below about -80%; inconclusive means no clear call, values can overlap the other calls
GASC1 inh = inhibitors of human demethylase GASC-1 KDM4C | Q9H3R0 | GST-KDM4C 2-372, H3K9me3 peptide, LANCE TR-FRET | inhibition, % at 12.5 µM | actives 0.15% (n = 96,000);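 active means mean replicate inhibition above about 25%, with at least 55% of replicates also reaching it, limit read from the data, passing the limit was not always enough; inconclusive means only one of those two conditions met; inactive means neither condition met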
Target sequence (Q9H3R0 2-372 limits assumed): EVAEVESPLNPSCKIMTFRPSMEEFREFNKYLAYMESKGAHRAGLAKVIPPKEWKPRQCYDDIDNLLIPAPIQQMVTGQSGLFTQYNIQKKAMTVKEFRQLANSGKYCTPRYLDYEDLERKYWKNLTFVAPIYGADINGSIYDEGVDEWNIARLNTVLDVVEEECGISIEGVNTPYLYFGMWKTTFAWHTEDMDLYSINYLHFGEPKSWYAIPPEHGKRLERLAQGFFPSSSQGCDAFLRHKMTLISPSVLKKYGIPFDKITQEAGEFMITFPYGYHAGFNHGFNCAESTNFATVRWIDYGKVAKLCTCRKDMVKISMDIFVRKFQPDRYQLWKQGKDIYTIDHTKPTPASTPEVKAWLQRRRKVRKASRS
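Assay system: GST-GASC-1 enzyme fragment 2-372 | Amount: 10 nM enzyme | Medium: HEPES buffer, pH 7.5, plus ascorbate | Reagent: H3K9me3 peptide substrate, Fe(II), 2-oxoglutarate | Doses: Single-point compound screen | Incubation: 30 min demethylation and 1 h detection at room temperature | Measured by: LANCE TR-FRET, excitation 340 nm, emissions 618 and 671 nm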
Tcruzi prolif = T. cruzi proliferation inhibition; T. cruzi beta-gal in NIH3T3, GalScreen luminescence, 90 h; inhibition, % at 8.34 µM; actives 5.9% (n = 77,000); AID 624255;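 active means mean inhibition above about 93%, with at least 55% of replicates each passing it, limit read from the data, passing the limit was not always enough; inconclusive means only one of those two conditions holds; inactive means neither condition holds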
C diff growth = inhibitors of Clostridium difficile growth; Clostridium difficile clinical isolate growth, OD600, 24 h; stronger effect = lower value; growth activity, negative = inhibition, % at 16 µg/mL (by protocol); actives 0.25% (n = 86,000); AID 1259249;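 active means mean growth activity at or below -80% and every replicate also at or below -80%; inconclusive means mean at or below -80% but some replicate above -80%; inactive means mean growth activity above -80%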;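 further: 0% = DMSO wells and -100% = levofloxacin 16 µg/mL wells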
Active calls of the source: *.

For O=C(C[C@@H]1C=C[C@@H](NC(=O)NC2CCCCC2)[C@@H](CO)O1)NCc1ccc(Cl)cc1 the results were Pf Dd2 growth 3, GASC1 inh -1.2, Tcruzi prolif -15 and C diff growth -3.
For O=C(Nc1ccc(C(F)(F)F)cc1)N[C@H]1CC[C@H](CC(=O)N2CCCCC2)O[C@@H]1CO the results were Pf Dd2 growth -1, GASC1 inh -0.6 and C diff growth 3.
Screening COc1ccc(CN2[C@H](CO)[C@H]3c4ccccc4NC[C@H]32)cc1 returned Pf Dd2 growth -31, GASC1 inh 10, Tcruzi prolif 57 and C diff growth -1.
CCCNC(=O)C[C@H]1CC[C@@H]2[C@H](COC[C@H](O)CN2C(=O)Nc2ccc3c(c2)OCO3)O1 was read as Pf Dd2 growth -10, GASC1 inh 6.1 and Tcruzi prolif 36.
COCC(=O)N(C)C[C@H]1Oc2ncc(-c3ccc(C#N)cc3)cc2C(=O)N([C@H](C)CO)C[C@@H]1C was read as Pf Dd2 growth 80, GASC1 inh -1.1 and C diff growth -2.
Screening COc1ccc2c3c([nH]c2c1)[C@H](CO)N(C(=O)C1CC1)CC31CCN(Cc2nccs2)CC1 returned Pf Dd2 growth -51, GASC1 inh -0.9 and C diff growth -4.
`C[C@H]1CN([C@@H](C)CO)C(=O)Cc2cc(NC(=O)C3CC3)ccc2O[C@@H]1CN(C)Cc1ccccc1` gave Pf Dd2 growth -36, GASC1 inh -0.6, Tcruzi prolif 19 and C diff growth 5.
For COc1ccc(S(=O)(=O)N(C)C[C@H]2Oc3cc(Br)ccc3S(=O)(=O)N([C@H](C)CO)C[C@H]2C)cc1 the results were Pf Dd2 growth -26, GASC1 inh -1.1, Tcruzi prolif inconclusive and C diff growth 5.
CCCN1[C@@H]2c3ccc(-c4ccc(OC)cc4)c(=O)n3C[C@@H]2[C@@H](CO)[C@@H]1C(=O)OC was read as Pf Dd2 growth -18, GASC1 inh 9.5, Tcruzi prolif 64 and C diff growth 3.
CO[C@@H]1CN(C)C(=O)c2ccc(NC(=O)Cc3ccccc3)cc2OC[C@@H](C)N(C(C)=O)C[C@@H]1C was read as Pf Dd2 growth 20, GASC1 inh 0.4 and Tcruzi prolif 19.
`CCc1cnc(N2[C@@H](C#N)[C@H](c3ccc(C#CC(C)C)cc3)[C@@H]2CO)s1` gave Pf Dd2 growth -24, GASC1 inh -0.8, Tcruzi prolif 107* and C diff growth -31.
CCCNC(=O)Nc1ccc2c(c1)C(=O)N(C)C[C@H](OC)[C@@H](C)CN(C(=O)c1ccccc1F)[C@@H](C)CO2 was read as Pf Dd2 growth 21, GASC1 inh -1.1 and Tcruzi prolif -98.
COc1ccccc1S(=O)(=O)N[C@@H]1CC[C@@H](CCNC(=O)C2CCCC2)O[C@@H]1CO was read as Pf Dd2 growth -23, GASC1 inh -0.6 and C diff growth -2.
`CN1c2ccc(C3=CCCCC3)cc2[C@@H]2[C@@H](CCN2C(=O)Cc2ccccn2)[C@H]1CO` gave Pf Dd2 growth -50, GASC1 inh 2.3, Tcruzi prolif 87 and C diff growth -2.
Screening C[C@H](CO)N1C[C@H](C)[C@H](CN(C)S(=O)(=O)c2ccc(F)cc2)OCCCC[C@H](C)Oc2ccc(NC(=O)Nc3cccc4ccccc34)cc2C1=O returned Pf Dd2 growth -26, GASC1 inh -0.5, Tcruzi prolif 92 and C diff growth -5.
For COc1ccc(S(=O)(=O)Nc2ccc3c(c2)C(=O)N([C@H](C)CO)C[C@@H](C)[C@@H](CN(C)Cc2ccc(C(=O)Nc4ccccc4N)cc2)O3)cc1 the results were Pf Dd2 growth -76, GASC1 inh -0.8, Tcruzi prolif 7 and C diff growth -4.
For COc1ccccc1S(=O)(=O)N1CC[C@@H]2[C@H](CO)Nc3ccc(-c4ccc(F)cc4)cc3[C@@H]21 the results were Pf Dd2 growth -28, GASC1 inh -0.3, Tcruzi prolif -12 and C diff growth -12.
`COc1ccc(NC(=O)N(C)C[C@@H]2OCCCC[C@@H](C)Oc3ccc(NC(=O)Nc4ccccc4)cc3C(=O)N([C@H](C)CO)C[C@@H]2C)cc1` gave Pf Dd2 growth 10, GASC1 inh -1.6, Tcruzi prolif 15 and C diff growth 3.
COCC(=O)Nc1ccc2c(c1)OC[C@@H](C)N(C(=O)CN1CCOCC1)C[C@@H](C)[C@H](OC)CN(C)C2=O was read as Pf Dd2 growth 10, GASC1 inh 3.2 and Tcruzi prolif inactive.
For CN(C)CC(=O)N[C@H]1CC[C@@H](CCNC(=O)C2CCC2)O[C@@H]1CO the results were Pf Dd2 growth 1, GASC1 inh 0.0 and C diff growth 4.
For CN1C(=O)c2cc(NC(=O)c3ccccc3)ccc2OC[C@@H]2O[C@H](CC(=O)O)CC[C@H]21 the results were Pf Dd2 growth 14, GASC1 inh -0.1, Tcruzi prolif -57 and C diff growth 0.
For C[C@@H]1CN([C@@H](C)CO)C(=O)c2cc(/C=C/c3ccccc3)cnc2O[C@H]1CN(C)S(=O)(=O)c1ccccc1 the results were Pf Dd2 growth -52, GASC1 inh 0.5, Tcruzi prolif 102 and C diff growth 2.
CCCN(C)C[C@H]1OCCCC[C@@H](C)Oc2ccc(NC(=O)Nc3ccc(C(F)(F)F)cc3)cc2C(=O)N([C@H](C)CO)C[C@H]1C was read as Pf Dd2 growth -83*, GASC1 inh -0.1, Tcruzi prolif 17 and C diff growth -108*.
CCS(=O)(=O)Nc1ccc2c(c1)C(=O)N(C)[C@H]1CC[C@H](CC(=O)Nc3ccccc3C)O[C@@H]1CO2 was read as Pf Dd2 growth 49, GASC1 inh 1.3 and C diff growth 6.
Cc1noc(C)c1NC(=O)Nc1ccc2c(c1)C(=O)N([C@H](C)CO)C[C@H](C)[C@@H](CN(C)C(=O)CCCN(C)C)OCCCC[C@H](C)O2 was read as Pf Dd2 growth 66, GASC1 inh 2.3, Tcruzi prolif 45 and C diff growth -8.
For CNC[C@@H]1Oc2ccc(NS(=O)(=O)c3cn(C)cn3)cc2CC(=O)N([C@@H](C)CO)C[C@@H]1C the results were Pf Dd2 growth 6, GASC1 inh -0.8, Tcruzi prolif 47 and C diff growth -1.
For C[C@H]1CN([C@@H](C)CO)C(=O)c2cccc(NC(=O)C3CCCCC3)c2O[C@@H]1CN(C)S(=O)(=O)c1ccccc1 the results were Pf Dd2 growth -16, GASC1 inh 10, Tcruzi prolif 57 and C diff growth 6.
`COc1ccccc1-c1cn(CC[C@H]2CC[C@H](NC(=O)C3CC3)[C@H](CO)O2)nn1` gave Pf Dd2 growth 2, GASC1 inh 0.8 and C diff growth -5.
For O=S(=O)(N[C@@H]1CC[C@H](CCn2cc(-c3ccc(F)cc3)nn2)O[C@@H]1CO)c1ccccc1F the results were Pf Dd2 growth -24, GASC1 inh -1.3, Tcruzi prolif 74 and C diff growth -13.
`CS(=O)(=O)Nc1ccc2c(c1)[C@H]1C[C@H](CC(=O)NCc3ccccc3F)O[C@H](CO)[C@H]1O2` gave Pf Dd2 growth 8, GASC1 inh -1.9, Tcruzi prolif 57 and C diff growth 0.
Screening CCC(=O)N[C@@H]1C=C[C@@H](CC(=O)NCC2CCCCC2)O[C@H]1CO returned Pf Dd2 growth -38, GASC1 inh -1.7 and Tcruzi prolif 29.
CCC(=O)N1[C@H](CO)[C@H]2c3ccccc3N(C(=O)c3cccc(OC)c3)C[C@H]21 was read as Pf Dd2 growth -7, GASC1 inh 1.7, Tcruzi prolif 31 and C diff growth -6.
`COc1ccc2c3c([nH]c2c1)[C@H](CO)N(C(C)=O)CC31CCN(C(=O)Nc2ccccc2F)CC1` gave Pf Dd2 growth -89*, GASC1 inh 0.4 and C diff growth -2.
`CN1CCN(C(=O)C[C@H]2C=C[C@H](NC(=O)Cc3ccccn3)[C@@H](CO)O2)CC1` gave Pf Dd2 growth 14, GASC1 inh 0.2 and Tcruzi prolif -27.
Screening C[C@H](CO)N1C[C@H](C)[C@H](CN(C)S(C)(=O)=O)Oc2ccc(NS(=O)(=O)c3ccc(F)cc3)cc2CC1=O returned Pf Dd2 growth 19, GASC1 inh -1.2, Tcruzi prolif 27 and C diff growth 3.
C[C@H](CO)N1C[C@H](C)[C@@H](CN(C)C(=O)C2CCOCC2)Oc2ncc(C#CCc3ccccc3)cc2C1=O was read as Pf Dd2 growth -54, GASC1 inh 4.3 and C diff growth -4.
`CO[C@@H]1CN(C)C(=O)c2ccc(NC(=O)C3CC3)cc2OC[C@@H](C)N(Cc2ccccc2C(=O)O)C[C@H]1C` gave Pf Dd2 growth 30, GASC1 inh 0.4 and Tcruzi prolif 22.
For COc1ccc2c3c([nH]c2c1)[C@@H](CO)N(C(=O)Nc1ccc(F)cc1)CC31CN(S(=O)(=O)c2cccc(C)c2)C1 the results were Pf Dd2 growth -35, GASC1 inh -0.9 and C diff growth -1.
For CN(C)C(=O)c1ccc(-c2ccc3c(c2)[C@@H]2[C@@H](CCN2C(=O)c2ccccn2)[C@@H](CO)N3C)cc1 the results were Pf Dd2 growth -3, GASC1 inh 0.6, Tcruzi prolif 70 and C diff growth 1.
C[C@@H]1CN([C@H](C)CO)C(=O)Cc2cc(NC(=O)CCC(F)(F)F)ccc2O[C@@H]1CN(C)S(=O)(=O)c1ccccc1 was read as Pf Dd2 growth 1, GASC1 inh 0.7, Tcruzi prolif 16 and C diff growth 0.

Six structures already listed, sorted by molar mass, high to low.
C[C@@H]1CN([C@H](C)CO)C(=O)Cc2cc(NC(=O)CCC(F)(F)F)ccc2O[C@@H]1CN(C)S(=O)(=O)c1ccccc1 was read as Pf Dd2 growth 1, GASC1 inh 0.7, Tcruzi prolif 16 and C diff growth 0.
Screening C[C@H](CO)N1C[C@H](C)[C@H](CN(C)S(C)(=O)=O)Oc2ccc(NS(=O)(=O)c3ccc(F)cc3)cc2CC1=O returned Pf Dd2 growth 19, GASC1 inh -1.2, Tcruzi prolif 27 and C diff growth 3.
`CO[C@@H]1CN(C)C(=O)c2ccc(NC(=O)C3CC3)cc2OC[C@@H](C)N(Cc2ccccc2C(=O)O)C[C@H]1C` gave Pf Dd2 growth 30, GASC1 inh 0.4 and Tcruzi prolif 22.
For CN(C)C(=O)c1ccc(-c2ccc3c(c2)[C@@H]2[C@@H](CCN2C(=O)c2ccccn2)[C@@H](CO)N3C)cc1 the results were Pf Dd2 growth -3, GASC1 inh 0.6, Tcruzi prolif 70 and C diff growth 1.
CCC(=O)N1[C@H](CO)[C@H]2c3ccccc3N(C(=O)c3cccc(OC)c3)C[C@H]21 was read as Pf Dd2 growth -7, GASC1 inh 1.7, Tcruzi prolif 31 and C diff growth -6.
Screening CCC(=O)N[C@@H]1C=C[C@@H](CC(=O)NCC2CCCCC2)O[C@H]1CO returned Pf Dd2 growth -38, GASC1 inh -1.7 and Tcruzi prolif 29.

Continued:
For COc1ccc(NC(=O)N(C)C[C@H]2Oc3ccc(NS(=O)(=O)c4ccc(Cl)cc4)cc3CC(=O)N([C@H](C)CO)C[C@H]2C)cc1 the results were Pf Dd2 growth 17, GASC1 inh -0.8, Tcruzi prolif -8 and C diff growth -5.
Screening CCCC#Cc1cnc2c(c1)C(=O)N([C@H](C)CO)C[C@@H](C)[C@@H](CN(C)S(=O)(=O)c1cn(C)cn1)O2 returned Pf Dd2 growth 44, GASC1 inh 1.3 and C diff growth -3.
`COCCNC(=O)[C@@H]1[C@@H](CO)[C@@H]2Cn3c(ccc(-c4cccc(F)c4)c3=O)[C@H]1N2C(=O)NC(C)C` gave GASC1 inh -0.4, Tcruzi prolif -29 and C diff growth -4.
COc1cccc(-c2ccc(CC[C@H]3O[C@H]4CC[C@H](CO)O[C@H]4C[C@@H]3NS(C)(=O)=O)cc2)c1 was read as Pf Dd2 growth -1 and C diff growth -4.
For COCC(=O)N1C[C@@H](C)[C@@H](OC)CN(C)C(=O)c2cc(NC(=O)C3CCC3)ccc2OC[C@@H]1C the results were Pf Dd2 growth 34, GASC1 inh -0.1 and Tcruzi prolif -8.
C[C@@H]1CN([C@H](C)CO)C(=O)CCCn2nncc2CO[C@@H]1CN(C)Cc1cccc(O)c1 was read as Pf Dd2 growth -19, GASC1 inh 2.2 and Tcruzi prolif -19.
`CN1CCN(C(=O)C[C@@H]2C[C@H]3c4cc(NC(=O)c5ccc6c(c5)OCO6)ccc4O[C@H]3[C@H](CO)O2)CC1` gave Pf Dd2 growth -1, GASC1 inh -1.3 and Tcruzi prolif -8.
Screening CC(C)(C)S(=O)N1Cc2cc(C(=O)NCc3ccc(Oc4ccccc4)cc3)nc(-c3cccc(-c4cccc(F)c4)c3)c2[C@@H]1CCO (stereo partly specified) returned Pf Dd2 growth -77, GASC1 inh 0.0 and C diff growth 1.
Screening CC(C)NC(=O)N(C)C[C@H]1Oc2c(NC(=O)Nc3ccccc3)cccc2C(=O)N([C@@H](C)CO)C[C@H]1C returned Pf Dd2 growth -55, GASC1 inh -2.0, Tcruzi prolif 45 and C diff growth 5.
For Cc1noc(C)c1NC(=O)N(C)C[C@H]1Oc2ncc(C#CC3CCCCC3)cc2C(=O)N([C@@H](C)CO)C[C@H]1C the results were Pf Dd2 growth -15, GASC1 inh -0.3 and C diff growth -3.
